# FAS TE block: inhibitors of human fatty acid synthase thioesterase domain; P49327; recombinant FAS-TE, OMFH fluorogenic substrate, fluorescence endpoint; inhibition, % at 15 µM; hit rate 0.67% among 360,000; AID 602261;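 active = compounds whose normalised, plate-corrected inhibition of enzyme fluorescence in the single-dose primary screen is 50% or more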;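 also: 0% = DMSO with enzyme and 100% = substrate without enzyme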
# Rin1-Abl PPI inh: inhibitors of human Rin1-Abl protein interaction | P00519+Q13671 | TR-FRET Rin1/Abl binding, biochemical | inhibition, % at 7.35 µM | hit rate 0.4% among 360,000 | AID 588664; in the data active = inhibition above about 5%, passing the limit was not always enough
# SKN-1 inh: inhibitors of C. elegans SKN-1; hit rate 0.49% among 360,000; inhibition, % at 21.8 µM; C. elegans VP596 Pgst-4::GFP/RFP ratio, acrylamide-induced, 24 h; AID 624304;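 active = interference check ratio from 0.5 to 1.5 plus GFP to RFP signal ratio inhibition reaching or exceeding a fixed threshold, cut at about 30% in these data, passing the limit was not always enough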; also: some compounds called inactive have numbers as strong as hits
# MT1-MMP act inh: inhibitors of human MT1-MMP activation. P50281. HT1080 RFP-PRO-GFP cells, GFP/RFP ratio fluorescence, overnight; percent of plate control window, DMSO zero. GFP/RFP ratio change, % at 20 µM. hit rate 0.061% among 360,000;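 active = GFP/RFP ratio change of at least 30% with cell ATP level not reduced by more than half and red fluorescence within 50% of control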; also: strong numbers were not always called active
#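 Assay system – RFP-PRO-GFP reporter HT1080 cells · Compound dosing – single dose of 20 µM compound, 1% DMSO final · Incubation – overnight compound exposure at 37 °C · Measure – GFP/RFP fluorescence ratio · Benchmarks – DMSO wells and RFP-L50D-GFP cells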
# Rpn11 inh: inhibitors of human proteasome Rpn11; O00487; human 26S proteasome, Ub4-pepOG fluorescence polarization; 20S core pre-blocked with epoxomicin; calls only at 20 µM; hit rate 0.59% among 360,000; AID 588493;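 active = inhibition at 20 µM, scaled to each plate's controls, above about 33%, limit read from the data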
# Target sequence (O00487 whole entry, looked up): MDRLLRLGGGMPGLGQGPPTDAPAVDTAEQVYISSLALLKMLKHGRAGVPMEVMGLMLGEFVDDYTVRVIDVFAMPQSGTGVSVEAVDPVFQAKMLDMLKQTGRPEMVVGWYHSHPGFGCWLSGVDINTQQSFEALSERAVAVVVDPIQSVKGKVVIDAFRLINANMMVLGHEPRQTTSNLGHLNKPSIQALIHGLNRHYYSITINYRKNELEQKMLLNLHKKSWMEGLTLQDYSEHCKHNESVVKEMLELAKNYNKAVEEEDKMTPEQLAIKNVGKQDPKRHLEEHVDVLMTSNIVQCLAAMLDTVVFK
# CSN deneddyl inh: inhibitors of human CSN-mediated cullin deneddylation; Q92905; Purified CSN, SCF-Nedd8-OG deneddylation, fluorescence polarization; inhibition, % at 12.5 µM; hit rate 0.38% among 360,000; AID 651999;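 active = pattern-corrected inhibition above about 35%, with an unprinted fluorescence ratio check between 0.5 and 1.5, limit read from the data, passing the limit was not always enough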;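 also: 0% = enzyme with substrate and 100% = substrate without enzyme; some results filed as inactive read as strong as hits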
#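 Assay system: HEK293T-derived human Csn5 enzyme; quantity: 0.24 nM enzyme; medium: Tris/NaCl/DTT buffer, pH 7.5; also added: substrate SCFSkp2-Nedd8OG, 10 nM; doses: 12.5 µM compound; schedule: 90 min reaction at room temperature; signal: FP; read-out: % inhibition of substrate cleavage by Csn5; benchmarks: substrate-only high control, full reaction low control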
# PABP1 MLLE inh: inhibitors of microRNA-mediated deadenylation, human PABP1 MLLE binding; inhibition, % at 20 µM; AID 588489; hit rate 0.36% among 360,000; GST-MLLE / FITC-PAM2 fluorescence polarization; in the data active = inhibition above about 35%, passing the limit was not always enough;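 also: plate controls were DMSO wells with GST-MLLE for no effect and wells lacking GST-MLLE protein for full effect; some results filed as inactive read as strong as hits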
# Target sequence (P11940 whole entry, looked up): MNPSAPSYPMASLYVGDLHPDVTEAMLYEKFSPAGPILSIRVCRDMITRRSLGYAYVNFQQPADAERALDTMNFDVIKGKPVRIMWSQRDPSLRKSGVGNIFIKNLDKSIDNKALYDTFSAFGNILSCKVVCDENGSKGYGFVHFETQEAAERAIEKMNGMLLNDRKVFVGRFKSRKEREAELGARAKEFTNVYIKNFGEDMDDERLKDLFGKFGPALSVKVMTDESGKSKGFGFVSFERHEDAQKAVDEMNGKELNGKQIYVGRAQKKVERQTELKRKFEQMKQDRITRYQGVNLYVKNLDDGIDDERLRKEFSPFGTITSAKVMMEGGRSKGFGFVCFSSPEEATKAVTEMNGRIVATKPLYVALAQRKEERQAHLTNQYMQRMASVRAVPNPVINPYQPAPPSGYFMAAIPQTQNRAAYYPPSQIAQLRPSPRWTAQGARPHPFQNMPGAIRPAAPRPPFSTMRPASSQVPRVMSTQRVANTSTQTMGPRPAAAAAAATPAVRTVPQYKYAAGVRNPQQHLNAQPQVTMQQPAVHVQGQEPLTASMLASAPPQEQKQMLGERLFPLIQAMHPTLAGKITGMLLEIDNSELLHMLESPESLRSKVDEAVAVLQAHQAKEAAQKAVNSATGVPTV
# Neddylation inh: blocks human cullin neddylation. P61081+Q13564. hit rate 0.58% among 360,000. calls only at 25 µM. TR-FRET cullin neddylation, biochemical; in the data active = inhibition above about 36%
# NadD block: NadD (S. aureus) enzyme inhibition; hit rate 0.78% among 360,000; inhibition, % at 20 µM; purified NadD enzyme, colorimetric absorbance read-out; in the data active = inhibition above about 26%; also: some compounds past the cut are filed as inactive
# * marks the source's active call; other numbers are inactive results; i = inactive; nt = not tested or not shown.
# Values run as follows: FAS TE block, Rin1-Abl PPI inh, SKN-1 inh, MT1-MMP act inh, Rpn11 inh, CSN deneddyl inh, PABP1 MLLE inh, Neddylation inh, NadD block
COc1ccc(C(C)=O)cc1CSc1nc2ccccc2c(=O)n1-c1ccccc1
    8, 0, 10, -12, i, 4, -7, i, 10
COc1ccccc1CCC(=O)NNC(=O)c1ccccc1
    -4, 3, -2, 0, i, 0, 2, i, -4
CN1CCN(S(=O)(=O)c2csc(C(N)=O)c2)CC1
    0, 1, 4, 1, i, -2, -7, i, 1
CSc1ccccc1NC(=O)c1cccs1
    -5, -2, -15, 1, i, 7, 3, i, -6
COc1cccc(N2CCN(CC(=O)Nc3ccccc3C(=O)NCCc3ccccc3)CC2)c1
    22, 0, 6, -1, i, -2, -54, i, 7
O=C(Nc1ccc(S(=O)(=O)N2C[C@@H]3C[C@@H](C2)c2cccc(=O)n2C3)cc1)c1ccc(F)cc1
    2, 2, 3, 1, i, 1, -3, i, 12
COc1ccc(-c2csc(NC(=O)C3COc4ccccc4O3)n2)cc1OC (stereo not given)
    26, -1, -11, 1, i, -1, 2, i, -1
CC(C)c1ccc(/C=C2\C(=N)N3N=C(CC(=O)N4CCCCC4)SC3=NC2=O)cc1
    1, -3, 11, -5, i, 2, -6, i, 14
CC(NC(=O)COC(=O)/C=C/c1cccc(C(F)(F)F)c1)c1ccccc1 (stereo not given)
    -1, 7, 7, 2, i, 0, -7, i, -4
CC1=CC(=O)Nc2ccccc2S1
    0, 1, 11, -27, i, 14, -38, i, 8
COc1ccc(C2=Nc3ccccc3NC(=O)C2N(C(=O)c2ccnc3ccccc23)c2ccccc2)cc1 (stereo not given)
    16, 1, 20, 3, i, 1, -2, i, 13
COc1ccc(C2c3[nH]c4ccccc4c3CCN2C(=O)c2cn3ccccc3n2)c(F)c1 (stereo not given)
    10, -1, -2, -4, i, 3, -7, i, 29
CCc1cc2c(=O)oc(-c3ccccc3F)nc2s1
    75*, 1, 0, 1, i, -1, 2, nt, -11
COc1ccc(Br)cc1CN(C)C(=O)c1ccncc1
    -4, -1, -9, -4, i, -1, 3, i, 7
CN(CC(=O)NC(c1ccccc1)c1ccccc1)Cc1nc2ccccc2c(=O)[nH]1
    0, 1, 11, 5, i, 0, -20, i, -2
CCOC(=O)C1C(=O)CC(C)(O)C(C(=O)OCC)C1c1ccccc1OC (stereo not given)
    -7, 5, -1, 19, i, 0, 1, i, -2
CCn1c(=S)sc2c(=O)n(CC(=O)Nc3cccc(OC)c3)c(C)nc21
    24, 2, -8, -2, i, -4, 5, i, -4
O=C1OC(N2C(=O)CC[C@H]2C(=O)Nc2ccc(Br)cc2F)c2ccccc21 (stereo not given in full)
    -1, 0, 5, 2, i, 4, 20, i, 5
COc1ccc(NC(=O)C(C)NS(=O)(=O)c2ccccc2)cc1Cl (stereo not given)
    0, 0, -5, 1, i, 2, -1, i, 0
Cc1cccc(NC(=O)CSc2nnc(CNC(=O)c3ccco3)o2)c1
    -5, 0, -13, 1, i, -1, 8, i, -3
CON(C)c1nc(OCC#N)nc(N(C)C)n1
    -5, -1, -7, 1, i, -3, -3, i, 2
O=C(CN1C2=NCCN2c2ccccc21)c1ccc(Br)cc1
    -21, 1, -9, -6, i, 1, 4, i, -6
CCOc1ccccc1N(CC(=O)N1CCC(C(N)=O)CC1)S(=O)(=O)c1ccc(SC)cc1
    -4, 2, 6, -1, i, -5, 14, i, -3
CC(C)CC(=O)N1CCN(C(=O)c2ccco2)CC1
    -6, 2, 8, 1, i, -1, -1, i, 1
COc1ccccc1CCNC(=O)C(=O)Nc1cc2c3c(c1)C(C)C(=O)N3CCC2 (stereo not given)
    -3, -2, 10, -2, i, -5, -14, i, -1
CNC(=O)c1cnn(-c2nc(-c3ccc(OC)cc3)cs2)c1C(F)(F)F
    -3, 1, 7, 1, i, 0, 2, i, -6
COc1ccc(NC(C)=O)cc1NC(C)C(=O)Nc1ccc(F)c(F)c1F (stereo not given)
    -6, 1, 15, 4, i, -2, -6, i, -4
Cc1ccc(S(=O)(=O)N2CCN(C(=O)c3cc4c(s3)CCC(C)C4)CC2)cc1 (stereo not given)
    14, 2, 9, 2, i, -2, -12, i, 9
Cc1ccn(CC(=O)N2CCCC(C(=O)c3cccc4ccccc34)C2)n1 (stereo not given)
    0, 1, -8, -2, i, -2, -4, i, 0
Cc1ccsc1C(=O)OCC(=O)Nc1ccc(Cl)cc1C(F)(F)F
    -4, -2, 5, 3, i, 1, 7, i, -4

# An excerpt of these results, tab-delimited.
canonical_smiles	FAS TE block	Rin1-Abl PPI inh	SKN-1 inh	MT1-MMP act inh	Rpn11 inh	CSN deneddyl inh	PABP1 MLLE inh	Neddylation inh	NadD block
CCOC(=O)C1C(=O)CC(C)(O)C(C(=O)OCC)C1c1ccccc1OC (stereo not given)	-7	5	-1	19	i	0	1	i	-2
CCn1c(=S)sc2c(=O)n(CC(=O)Nc3cccc(OC)c3)c(C)nc21	24	2	-8	-2	i	-4	5	i	-4
O=C1OC(N2C(=O)CC[C@H]2C(=O)Nc2ccc(Br)cc2F)c2ccccc21 (stereo not given in full)	-1	0	5	2	i	4	20	i	5
COc1ccc(NC(=O)C(C)NS(=O)(=O)c2ccccc2)cc1Cl (stereo not given)	0	0	-5	1	i	2	-1	i	0
Cc1cccc(NC(=O)CSc2nnc(CNC(=O)c3ccco3)o2)c1	-5	0	-13	1	i	-1	8	i	-3
CON(C)c1nc(OCC#N)nc(N(C)C)n1	-5	-1	-7	1	i	-3	-3	i	2
O=C(CN1C2=NCCN2c2ccccc21)c1ccc(Br)cc1	-21	1	-9	-6	i	1	4	i	-6
CCOc1ccccc1N(CC(=O)N1CCC(C(N)=O)CC1)S(=O)(=O)c1ccc(SC)cc1	-4	2	6	-1	i	-5	14	i	-3
CC(C)CC(=O)N1CCN(C(=O)c2ccco2)CC1	-6	2	8	1	i	-1	-1	i	1
COc1ccccc1CCNC(=O)C(=O)Nc1cc2c3c(c1)C(C)C(=O)N3CCC2 (stereo not given)	-3	-2	10	-2	i	-5	-14	i	-1
CNC(=O)c1cnn(-c2nc(-c3ccc(OC)cc3)cs2)c1C(F)(F)F	-3	1	7	1	i	0	2	i	-6

# Later entries.
# Values run as follows: FAS TE block, Rin1-Abl PPI inh, SKN-1 inh, MT1-MMP act inh, Rpn11 inh, CSN deneddyl inh, PABP1 MLLE inh, Neddylation inh, NadD block
CNC(=O)COC(=O)c1ccccc1Nc1ccccc1
    -3, -3, -1, -4, i, 2, 5, i, 3
O=C(NCc1ccccn1)c1ccc(NS(=O)(=O)c2cccc(Cl)c2)cc1
    -6, 1, -3, 2, i, 2, -5, i, -1
COc1ccccc1-c1ccc(=O)n(CC(=O)NCc2ccc3c(c2)OCO3)n1
    -4, -1, -1, 5, i, 4, -22, i, -4
Cc1ccc(OCCCn2c(CO)nc3ccccc32)cc1
    2, 2, -7, 3, i, 2, -9, i, 1
COc1ccccc1OCCNC(=O)CCNS(=O)(=O)c1ccc(C)cc1
    -4, 2, -11, 1, i, -6, 3, i, -4
O=C(Nc1cccc(S(=O)(=O)NC2=NCCC2)c1)c1cc(-c2ccccn2)nc2ccccc12
    -2, -4, 7, 4, i, -1, -7, i, 0
CC(=O)c1cccc(NC(=O)Cc2cccs2)c1
    -3, 0, 2, 0, i, 0, -22, i, -9
CCCN1C(=O)C(O)(CC(=O)c2cccc(OC)c2)c2ccccc21 (stereo not given)
    -4, 0, 6, 1, i, 0, 5, i, 1
COc1ccc(Nc2nc(-c3cc4cccc(OC)c4oc3=O)cs2)cc1
    11, 1, 1, 4, i, -2, -77, i, 44*
COc1ccc(CN2C(=O)C(C)Nc3ncnc(N4CCc5ccccc5C4)c32)cc1 (stereo not given)
    2, 2, -1, -2, i, 2, -20, i, 11
Cc1cc(NC(=O)CSc2nnc(-c3ccoc3C)n2N)no1
    -6, 4, -3, 1, i, 3, -28, i, -1
CC(Sc1nnc(N)s1)C(=O)Nc1ccc2c(c1)OCO2 (stereo not given)
    -7, 2, 9, 0, i, -3, -22, i, 5
O=C(CSc1nnc(-c2ccccc2)c(-c2ccccc2)n1)NC1CCS(=O)(=O)C1 (stereo not given)
    -5, -1, -3, -1, i, -2, -5, i, 0
COc1ccc(OCc2cc(C(=O)NCCCc3ccccc3)no2)c(Cl)c1
    30, 4, 7, -4, i, -1, 3, i, 9
COC(=O)CN1C(=O)N/C(=C/c2ccc(OC)cc2)C1=O
    -2, -4, 13, 0, i, -2, 10, i, -6
COc1ccc2oc(C(=O)c3ccccc3)c(NC(=O)CN3CCN(C)CC3)c2c1
    -8, -2, -2, -3, i, -3, 1, i, -3
O=C(c1ccc2ccccc2c1)N1CCN(c2ccc(C(F)(F)F)cn2)CC1
    14, 0, -19, 5, i, 6, 1, i, -6
O=c1c2cc(-c3ccccc3)sc2nc2n1N=C(c1cccs1)CS2
    14, -3, 10, 0, i, 9, -4, i, 10
COc1ccc(/C=C(\NC(=O)c2ccccc2)C(=O)N2CCN(C)CC2)cc1
    -2, 1, -14, 0, i, -2, 2, i, -2
CCc1cccc(NC(=O)CCC(=O)O)c1
    -11, 0, 3, 2, i, -6, -5, i, -2
Cc1ccc(F)cc1NC(=O)CSc1ncccn1
    -11, 0, -14, 3, i, -2, 6, i, -2
COc1ccc(C(=O)N2CCN=C2c2ccccc2)cc1OC
    -8, -1, 7, -7, i, 2, -4, i, -3
CCOc1ccc(S(=O)(=O)N(CC(=O)N/N=C/c2cccs2)c2ccc(C)cc2)cc1
    24, 4, 5, -3, i, 0, -17, i, 7
O=C(N/N=C/c1ccccn1)c1cccc(S(=O)(=O)Nc2ccccc2Cl)c1
    1, -1, 1, 2, i, 6, 3, i, 10
Cc1ccccc1OCC(=O)OCC(=O)NCCNC(=O)COC(=O)COc1ccccc1C
    -6, -2, -16, 2, i, 5, -7, i, -6
CCN(CC)C(=O)CSc1nc(C)cc(C)c1C#N
    0, 3, 0, -1, i, 0, 19, i, -6
CCc1cc2c(N3CCCCC3)ncnc2s1
    -4, 1, 18, -1, i, 1, -15, i, 3
COc1ccc(CCNC(=O)CNS(=O)(=O)c2ccc(Br)cc2)cc1
    -1, 1, -4, -2, i, 0, -9, i, 4
Cc1cc(C)n(-c2ccc(C(=O)Nc3ccc4c(c3)OCCO4)cc2)n1
    -2, 0, 7, 4, i, -5, -1, i, -4
O=C1OCCN1c1c(-c2ccccc2)c(N2CCOCC2)nc2ccccc12
    -6, 0, 28, -1, i, 4, 0, i, -1
O=C(COc1ccccc1Cl)Nc1nnc(S(=O)(=O)N2CCCC2)s1
    -6, 3, -17, nt, i, 4, -87, i, 1
Cc1nn(CCCC(=O)NCCc2ccccc2)c(=O)c2nn(-c3ccccc3)c(C)c12
    -2, -3, 5, 0, i, -1, 3, i, -3
CC1=NN(c2ccccc2)C(=O)/C1=C\N1CC(C)OC(C)C1 (stereo not given)
    -8, -2, 19, 1, i, 4, 15, i, 1

# Screening data (PubChem BioAssay)
